TCR-CD3 inh: inhibitors of human TCR-CD3 interaction, primary screen, biochemical, fluorescence, TAMRA-labeled TCR probe. AID 651800, 2012. 360,000 tested, 0.37% active. inhibition, % at 9.4 µM; in the data active = inhibition above about 19%;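 note: recombinant mutant TCR 2C K166C tagged with TAMRA read by polarization; 0% = receptor in buffer alone and 100% = receptor with positive control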
HTRA1 inh: HTRA1 serine protease inhibitors, primary screen, biochemical, fluorescence polarization, HTS. recombinant HTRA1, FP-rhodamine activity-based probe. inhibition, % at 5.96 µM. 340,000 tested, 0.5% active; in the data active = inhibition above about 36%;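 note: 0% = enzyme with DMSO and 100% = wells lacking enzyme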
mABHD4 FP: ABHD4 inhibitors, primary screen, biochemical, fluorescence polarization, mouse. (Lyso)-N-acylphosphatidylethanolamine lipase (Mus musculus), Q8VD66. purified mABHD4, FP-Rh probe fluorescence polarization. inhibition, % at 8.92 µM. 370,000 tested, 0.54% active;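 active = inhibition exceeding the mean over every tested compound plus 3 SD, cut at about 30% in these data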;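 note: 0% = plate median of compound wells and 100% = S159A mutant with DMSO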
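Doses – 8.92 µM, single dose · Material – wild-type mouse ABHD4 protein · Replication – single well per compound (singlicate) · Measure – percent inhibition of probe binding, normalized to plate controls · Schedule – 45 min compound pre-incubation plus 60 min probe step, 25 °C · Detection – fluorescence polarization with parallel and perpendicular emission, 525/598 nm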
PRMT1 inh: PRMT1 methyltransferase inhibitors, primary screen, biochemical, fluorescence polarization | AID 652257, 2013 | 370,000 tested, 1.3% active | recombinant PRMT1, activity-based probe fluorescence polarization | inhibition, % at 2.79 µM | Protein arginine N-methyltransferase 1 (Homo sapiens), Q99873;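 active = inhibition above about 21% made by adding two undisclosed values, limit read from the data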
Target sequence (Q99873 whole entry, looked up): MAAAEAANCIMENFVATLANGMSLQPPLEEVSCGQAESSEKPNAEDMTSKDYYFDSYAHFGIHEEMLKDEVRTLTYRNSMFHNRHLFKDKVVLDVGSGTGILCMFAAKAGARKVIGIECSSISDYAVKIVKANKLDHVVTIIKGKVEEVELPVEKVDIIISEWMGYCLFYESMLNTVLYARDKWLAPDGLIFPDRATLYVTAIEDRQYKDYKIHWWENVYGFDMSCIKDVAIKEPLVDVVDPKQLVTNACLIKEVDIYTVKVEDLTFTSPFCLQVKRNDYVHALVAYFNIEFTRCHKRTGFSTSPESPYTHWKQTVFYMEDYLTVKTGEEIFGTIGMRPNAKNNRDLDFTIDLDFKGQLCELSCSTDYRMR
DDE Tn7 FP inh: inhibitors of Tn7 peptide binding to fibrin DD(E), primary screen, biochemical, fluorescence polarization, human fibrin, Tn7 probe; Fibrinogen beta chain (Homo sapiens), P02675; FP displacement of FITC-Tn7 peptide from fibrin DD(E); 0% = median of compound wells per plate; inhibition, % at 8.3 µM; 370,000 tested, 0.13% active; AID 720508, 2013;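 active = inhibition above the mean of compounds falling within the control limits plus 3 SD of them, cut at about 14% in these data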;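 note: 0% = plate median of compound wells and 100% = 10 µM Aha-Tn7 peptide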
Target sequence (P02675 whole entry, looked up): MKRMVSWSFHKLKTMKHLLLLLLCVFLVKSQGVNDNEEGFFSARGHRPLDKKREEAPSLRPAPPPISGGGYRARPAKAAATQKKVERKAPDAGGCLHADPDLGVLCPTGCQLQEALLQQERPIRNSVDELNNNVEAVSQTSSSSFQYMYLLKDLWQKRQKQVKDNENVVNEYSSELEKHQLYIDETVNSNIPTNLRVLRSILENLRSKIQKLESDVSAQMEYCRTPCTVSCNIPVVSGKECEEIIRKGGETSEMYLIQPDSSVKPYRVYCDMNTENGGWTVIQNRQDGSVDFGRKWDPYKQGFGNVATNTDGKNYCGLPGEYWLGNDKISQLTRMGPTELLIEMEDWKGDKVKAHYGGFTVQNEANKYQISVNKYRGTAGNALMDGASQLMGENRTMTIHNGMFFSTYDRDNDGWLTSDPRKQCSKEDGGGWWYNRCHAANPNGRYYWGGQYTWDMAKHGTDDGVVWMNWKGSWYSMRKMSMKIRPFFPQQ
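Assay system: Fibrin-DD(E) protein isolated from polymerized human fibrin clots; read-out basis: percent inhibition; medium: Tris/NaCl/CaCl2 buffer, pH 7.8; signal: FP measurement; incubation: 10 min plus 3 h, room temperature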
PG9 Ab binder: binders of HIV-1 gp120 antibody PG9, primary screen, biochemical, TR-FRET. 360,000 tested, 0.43% active. TR-FRET gp120-PG9 antibody binding. HIV-1 gp120 / PG9 antibody interaction. inhibition, % at 6.7 µM; in the data active = inhibition above about 8.5%
TDP2 absorb: human TDP2 enzyme inhibitors, primary screen, biochemical, epi absorbance, recombinant enzyme. inhibition, % at 12.8 µM. Tyrosyl-DNA phosphodiesterase 2 (Homo sapiens), O95551. AID 720702, 2013. 370,000 tested, 0.34% active. T5PNP hydrolysis, p-nitrophenol absorbance 415 nm;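 active = inhibition above the mean of all tested compounds plus 3 SD, set per campaign, cut at about 25% in these data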;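 note: 0% = DMSO with enzyme and 100% = buffer with substrate but no TDP2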
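Test system: human TDP2 enzyme; Input: 120 nM TDP2 per well; Buffer or medium: Mg2+-containing Tris-HCl buffer, pH 7.5; Reagent: 5 mM T5PNP; Dosing: 12.8 µM single point, 1% DMSO; Incubation: reaction 2 h, 37 °C; Detection: p-Nitrophenol epi absorbance; Read-out: % inhibition relative to enzyme-containing and enzyme-free wells; Replicates: single well per compound.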
LEDGF integ inh: blockers of LEDGF/p75-dependent integrase strand transfer – biochemical, TR-FRET, high throughput, primary screen | 370,000 tested, 0.64% active | HIV-1 integrase (with human LEDGF/p75) | TR-FRET IN-LEDGF/p75 DNA integration, Eu/Cy5 | inhibition, % at 3.7 µM;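 active = inhibition above the screen-wide mean plus 3 SD, cut at about 13% in these data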;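 note: signal is the Cy5 over europium emission ratio at 671 and 618 nm; 0% = plate median of compound wells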
UHRF1 MBD2 ctr: UHRF1 methylated DNA binding inhibitors, primary screen, counter-screen for MBD2 inhibitor project, biochemical, TR-FRET, human UHRF1, single concentration. E3 ubiquitin-protein ligase UHRF1 (Homo sapiens), Q96T88. UHRF1 binding to methylated oligo. inhibition, % at 4.4 µM. 370,000 tested, 0.75% active; in the data active = inhibition above about 21%;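 note: UHRF1 SRA domain binding a hemimethylated CpG hairpin DNA probe; 0% = median of test compound wells and 100% = reference inhibitor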
SIAE inh: human SIAE inhibitors, primary screen, biochemical, fluorescence polarization, FP-Rh probe, 1536-well HTS. AID 1053197, 2014. inhibition, % at 9.66 µM. SIAE FP-Rh probe binding. Sialate O-acetylesterase (Homo sapiens), Q9HAT2. 370,000 tested, 0.69% active;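 active = inhibition above a cutoff: mean of compounds within the control limits plus 3 SD of those, cut at about 17% in these data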;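 note: 0% = plate median of compound wells and 100% = probe without SIAE protein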
Numbers without * were called inactive; / = no result given.

SMILES | TCR-CD3 inh | HTRA1 inh | mABHD4 FP | PRMT1 inh | DDE Tn7 FP inh | PG9 Ab binder | TDP2 absorb | LEDGF integ inh | UHRF1 MBD2 ctr | SIAE inh
Cc1cc(O)cc(=O)n1-c1ccc(Cl)c(C(F)(F)F)c1 | -1 | / | -1 | -2 | 3 | -0.5 | -4 | -3 | 0 | 0
N=c1c(C(=O)NCc2ccco2)cc2c(=O)n3ccccc3nc2n1CC1CCCO1 (centres undefined) | 8 | 4 | 10 | 4 | 3 | -1.1 | 0 | 4 | -12 | 1
Cc1ccccc1NC(=O)C1(NC(=O)c2cccc(N3C(=O)CSC3c3ccccc3)c2)CCCCC1 (centres undefined) | 6 | -63 | -12 | -3 | -3 | -0.4 | -2 | -2 | -1 | -3
N#Cc1c(/N=C/c2cc3ccccc3s2)sc2c1CCC2 | -10 | 9 | -2 | 9 | 4 | -3.0 | -23 | 1 | 0 | -3
O=C(O)c1cc(-c2ccccc2Cl)n(-c2ccccc2)n1 | -4 | 3 | 12 | 2 | 2 | -0.8 | -10 | -5 | 2 | -5
Nc1ccc2c(c1)nnn2-c1ccccc1 | -6 | 0 | 6 | 4 | 1 | -0.6 | -5 | -1 | -2 | 8
CC1CCN(C(=O)Cn2cnc3c(cnn3C(C)(C)C)c2=O)CC1 | 0 | 7 | 3 | 2 | 4 | 11* | 10 | -5 | -2 | -2
O=C(NC(=S)Nc1cccnc1Cl)c1ccc(Cl)cc1 | -7 | -14 | -17 | -2 | -4 | 1.9 | -9 | -1 | 1 | -11
Cc1ccc(-c2cc(C(=O)Nc3nccs3)c3ccccc3n2)c(C)c1 | 0 | -39 | -3 | 2 | 0 | 0.4 | -2 | -1 | 3 | -12
O=C(Nc1ccc(N2CCOCC2)cc1)c1cccc2ccccc12 | -5 | 6 | -4 | 8 | 8 | -3.6 | -6 | -5 | 3 | 1
COc1cccc(OC)c1C(=O)Nc1nc(COc2ccccc2)cs1 | 1 | -30 | -24 | -4 | 6 | -0.7 | 7 | -3 | -2 | -5
Cc1ccc(NS(=O)(=O)c2ccc(Cl)nc2)c(C)c1 | 4 | -9 | -11 | -4 | -8 | -0.6 | -12 | 6 | 1 | -3
CC(=O)Nc1ccc(NC(=O)C(C)OC(=O)C2CC(=O)N(CCc3ccccc3)C2)cc1 (centres undefined) | -5 | 0 | 2 | 0 | -2 | -0.9 | -2 | 0 | 2 | 1
CC(=O)N(c1ccccc1)C(C(=O)c1ccccc1)c1ccccc1 (centres undefined) | 0 | -4 | -4 | 1 | -2 | 0.7 | -2 | -7 | 1 | -5
CC1CCC(NC(=O)c2cccc(S(=O)(=O)N3CCN(c4ccc(F)cc4)CC3)c2)CC1 (centres undefined) | 0 | -6 | -9 | -2 | -9 | -1.8 | -1 | 6 | -1 | -6
O=C1/C(=C/c2ccc(O)cc2)SC(=S)N1CC1CCCO1 (centres undefined) | -35 | -42 | -27 | 3 | -16 | -0.1 | -18 | -4 | -2 | -17
Cc1ccc(N=C2SCCCN2C(=O)c2cccc(N3C(=O)CCC3=O)c2)cc1Cl | 8 | -9 | 3 | -2 | 4 | -0.4 | 8 | 1 | -1 | 0
COc1cccc(CNC(=O)[C@@H]2CCCN2C(=O)[C@@H]2CCCN2C(=O)c2cccs2)c1 | -2 | / | 4 | 1 | -6 | 1.1 | -2 | -1 | -1 | 2
COc1cc(C2/C(=C(\O)c3ccc4c(c3)CC(C)O4)C(=O)C(=O)N2c2nnc(C)s2)cc(OC)c1OC (centres undefined) | 7 | -1 | -2 | 3 | 2 | -0.3 | 4 | 1 | -2 | 10
CCN(CC)C(=O)C1=C(C)N(Cc2ccc(C(C)(C)C)cc2)C(=O)C(CC(=O)NCc2ccco2)C1 (centres undefined) | 5 | -3 | 3 | -1 | -11 | 0.4 | -8 | 3 | 2 | 0
COc1ccc(NC(=O)N(C)C[C@H]2Oc3ncc(C#C[C@@H](C)O)cc3C(=O)N([C@H](C)CO)C[C@H]2C)cc1 | 0 | 6 | 6 | 1 | -2 | 1.7 | 0 | -2 | -1 | -1
N#Cc1ccc(CSc2nnc(-c3cccnc3)o2)cc1 | 3 | -9 | 2 | 1 | -4 | 1.3 | 4 | -3 | -1 | 1
COc1ccccc1N1CC(C(=O)Nc2cc(C(F)(F)F)ccc2N2CCCC2)CC1=O (centres undefined) | -6 | 5 | -7 | 6 | 0 | 0.8 | -8 | 2 | 2 | 14
O=c1cc(N/N=C/c2ccccc2)[nH]c(=O)[nH]1 | -7 | 3 | 3 | 8 | -3 | -2.0 | 0 | -3 | -2 | 3
Cc1ccc(SCCC(=O)NCc2ccccn2)cc1 | 1 | 5 | 3 | 7 | 2 | 0.4 | 6 | 3 | 1 | 0
COCCCn1c(C(=O)NCCC2=CCCCC2)cc2c(=O)n3ccccc3nc21 | 12 | 0 | -1 | -2 | 4 | -14 | 0 | -1 | -2 | -7
CC(CC(=O)Nc1cc([N+](=O)[O-])ccc1Cl)c1ccccc1 (centres undefined) | -2 | -6 | 6 | 0 | 1 | -3.8 | -1 | 3 | 0 | 1
O=C(c1cccc(Oc2c(Cl)cccc2[N+](=O)[O-])c1)N1CCOCC1 | -4 | -2 | 0 | -2 | -2 | -1.3 | 8 | -2 | 3 | -1
C=CC[C@@H](Cc1ccc(F)cc1)C(=O)OC[C@H]1CCCN1C(=O)[C@H](CC=C)CC(=O)N[C@H](CO)Cc1ccccc1 | -4 | -8 | 1 | 0 | -7 | -1.1 | -20 | 0 | -1 | -1
O=C(O)C1C(=O)NCC1c1ccccc1 (centres undefined) | 3 | -2 | -4 | -3 | 7 | -1.9 | -1 | 1 | 1 | -2

Of the compounds above, these have a thiophene ring, fused or not:
SMILES | TCR-CD3 inh | HTRA1 inh | mABHD4 FP | PRMT1 inh | DDE Tn7 FP inh | PG9 Ab binder | TDP2 absorb | LEDGF integ inh | UHRF1 MBD2 ctr | SIAE inh
N#Cc1c(/N=C/c2cc3ccccc3s2)sc2c1CCC2 | -10 | 9 | -2 | 9 | 4 | -3.0 | -23 | 1 | 0 | -3
COc1cccc(CNC(=O)[C@@H]2CCCN2C(=O)[C@@H]2CCCN2C(=O)c2cccs2)c1 | -2 | / | 4 | 1 | -6 | 1.1 | -2 | -1 | -1 | 2

(cont.)
SMILES | TCR-CD3 inh | HTRA1 inh | mABHD4 FP | PRMT1 inh | DDE Tn7 FP inh | PG9 Ab binder | TDP2 absorb | LEDGF integ inh | UHRF1 MBD2 ctr | SIAE inh
CCCCN1C(=O)C(CC(=O)NC2CCCCC2)CC(C(=O)N(C(C)C)C(C)C)=C1C (centres undefined) | 0 | 0 | 0 | -1 | 2 | 0.1 | 8 | -3 | -1 | 0
C#CCN(C[C@@H]1[C@@H](OC(=O)NCCCCCC)[C@@H](OC(=O)NCCCCCC)Cn2c(=O)ccc(=O)n21)S(=O)(=O)c1ccc(C)cc1 | -8 | -58 | -17 | 2 | 1 | -1.0 | 0 | 1 | 12 | -13
O=C(Nc1ccc2c(c1)OCO2)Nc1ccccc1F | 4 | 2 | 3 | 4 | 1 | -0.6 | -2 | -3 | 2 | 6
Cc1cc(C)cc(N(CCC#N)C(=O)COC(=O)CN2C(=O)NC(C)(C)C2=O)c1 | 5 | -1 | -4 | 0 | -2 | -0.7 | -9 | 3 | -2 | -1
CC1(Cc2ccc(Cl)cc2)C(=O)Nc2ccc(-c3ccc(F)c(Cl)c3)cc21 (centres undefined) | -5 | / | -18 | 0 | -5 | 2.5 | 3 | -6 | 4 | -19
Cc1ccc(C(=O)COC(=O)c2cccc(O)c2)s1 | 1 | -12 | -7 | -1 | -3 | -3.4 | -5 | 0 | -1 | -2
Cc1ccc(CNc2nc(C)nc3sc4c(c23)CCC4)cc1 | 5 | -10 | 2 | -1 | 0 | -0.5 | -6 | 0 | -2 | -7
CC(C)(C)N(C(=O)Cn1nnc(-c2ccc(F)cc2)n1)C(C(=O)NC1CCCC1)c1ccncc1 (centres undefined) | 4 | 6 | 0 | -1 | -3 | -0.6 | -7 | -1 | 2 | 0
COc1cc(C=Nn2c(-c3n[nH]c4c3CCC4)n[nH]c2=S)ccc1OCc1ccccc1 | / | / | -3 | 5 | 7 | / | -3 | 2 | -2 | 3
Cc1[nH]nc(C(F)(F)F)c1N=NN1CCOCC1 | 0 | -2 | -1 | 10 | 1 | -2.6 | -6 | 2 | -2 | -4

Record cards, from the list above.
Record of `CC1(Cc2ccc(Cl)cc2)C(=O)Nc2ccc(-c3ccc(F)c(Cl)c3)cc21` (centres undefined) = TCR-CD3 inh: -5; HTRA1 inh: /; mABHD4 FP: -18; PRMT1 inh: 0; DDE Tn7 FP inh: -5; PG9 Ab binder: 2.5; TDP2 absorb: 3; LEDGF integ inh: -6; UHRF1 MBD2 ctr: 4; SIAE inh: -19
Record of `Cc1[nH]nc(C(F)(F)F)c1N=NN1CCOCC1` = TCR-CD3 inh: 0; HTRA1 inh: -2; mABHD4 FP: -1; PRMT1 inh: 10; DDE Tn7 FP inh: 1; PG9 Ab binder: -2.6; TDP2 absorb: -6; LEDGF integ inh: 2; UHRF1 MBD2 ctr: -2; SIAE inh: -4

Source: PubChem BioAssay (The Scripps Research Institute Molecular Screening Center)
